BAP1 block = blocks human BAP1 ubiquitin-AMC hydrolysis | activity remaining (% of control), % at 20 µM | recombinant BAP1, Ub-AMC hydrolysis fluorescence kinetic; hits give low values | 0.48% of 72,000 active;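 active means activity remaining at or below 50% of control, provided the compound also passes the data quality filters; inactive means the rest, including low values that fail the filters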;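 further: 100% = DMSO wells rate and 0% = substrate alone blank rate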
Target sequence (Q92560 whole entry, looked up): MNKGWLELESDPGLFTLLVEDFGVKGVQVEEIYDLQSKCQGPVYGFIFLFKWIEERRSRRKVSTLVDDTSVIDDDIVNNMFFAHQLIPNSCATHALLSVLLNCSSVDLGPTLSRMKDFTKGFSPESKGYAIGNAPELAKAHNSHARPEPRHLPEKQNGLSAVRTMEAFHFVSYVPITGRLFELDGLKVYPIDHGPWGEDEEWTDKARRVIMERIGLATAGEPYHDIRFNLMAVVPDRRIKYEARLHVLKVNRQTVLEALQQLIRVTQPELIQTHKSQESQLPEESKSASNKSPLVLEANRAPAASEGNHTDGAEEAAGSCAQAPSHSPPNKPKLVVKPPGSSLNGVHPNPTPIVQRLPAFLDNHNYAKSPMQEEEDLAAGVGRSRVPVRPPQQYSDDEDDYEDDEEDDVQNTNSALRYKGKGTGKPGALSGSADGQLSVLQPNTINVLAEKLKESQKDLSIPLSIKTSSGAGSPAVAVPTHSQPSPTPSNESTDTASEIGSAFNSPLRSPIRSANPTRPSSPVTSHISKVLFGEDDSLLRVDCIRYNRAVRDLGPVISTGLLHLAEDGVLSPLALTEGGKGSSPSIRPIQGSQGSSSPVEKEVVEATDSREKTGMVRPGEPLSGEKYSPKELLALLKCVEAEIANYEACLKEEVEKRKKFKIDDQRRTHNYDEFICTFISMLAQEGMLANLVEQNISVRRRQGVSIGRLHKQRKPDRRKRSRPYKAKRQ
HePTP inhibitor = human HePTP phosphatase inhibition. P35236. recombinant HePTP phosphatase activity, OD absorbance. inhibition, % at 20 µM. 0.64% of 110,000 active. AID 521; in the data active means inhibition above about 50%;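 further: plate controls were vehicle for no effect and reference inhibitor for full effect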
Target sequence (P35236 whole entry, looked up): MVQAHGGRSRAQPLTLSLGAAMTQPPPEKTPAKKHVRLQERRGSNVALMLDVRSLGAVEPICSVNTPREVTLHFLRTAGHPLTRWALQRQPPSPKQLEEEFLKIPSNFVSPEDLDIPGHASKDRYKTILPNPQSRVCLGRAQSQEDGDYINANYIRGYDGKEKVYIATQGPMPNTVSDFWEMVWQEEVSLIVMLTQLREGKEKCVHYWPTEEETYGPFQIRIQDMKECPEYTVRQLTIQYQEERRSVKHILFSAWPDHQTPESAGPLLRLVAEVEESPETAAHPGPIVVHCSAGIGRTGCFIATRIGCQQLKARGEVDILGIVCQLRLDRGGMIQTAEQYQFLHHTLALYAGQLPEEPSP
Numbers without * were called inactive; / = not tested or not shown; & = joins results of further samples.

SMILES	BAP1 block	HePTP inhibitor
CCCCn1c(CN2CCN(C(=O)c3ccco3)CC2)nc2c1c(=O)n(C)c(=O)n2C	100.1	-8.7
COC(=O)c1cccc(S(=O)(=O)N2CCC(n3nnc4cc(F)ccc43)CC2)c1	107.8	12.5
COc1nnc(-c2ccc(N3CCOCC3)c(NC(=O)c3ccco3)c2)c2ccccc12	113.0	-4.5
CCOC(=O)CC(=O)CSc1nc2c(cc1C#N)CCCCC2	124.5	9.1
CCc1ccc(CC)c(S(=O)(=O)Nc2ccc(O)c(C(=O)O)c2)c1	/	2.9
Cc1ccc(N2C(=O)C(Cl)=C(N3CCN(c4ccccc4)CC3)C2=O)c(C)c1	/	2.2
Cc1cccc(C(CC(=O)N2CCCC2)c2ccccc2)c1O (stereo not drawn)	84.8	-7.7
COCCn1nnnc1CN1CCOCC1	90.0	-0.4
Cc1ccc(S(=O)(=O)NNC(=O)c2ccncc2)cc1[N+](=O)[O-]	/	-5.3
CCOc1ccc2sc(C=NCCc3ccccc3)c(O)c2c1	/	-3.9
COc1ccc(-c2ccc(=O)n(CC(=O)Nc3cccc(O)c3)n2)cc1OC	92.6	-12.6
O=C(Sc1nnnn1C1CCCCC1)c1cccs1	82.3	9.4
O=C(OCCN1C(=O)c2ccccc2C1=O)c1cccc(OC(F)F)c1	111.5	11.9
O=C(N/N=C\c1cc(Br)cc(I)c1O)c1ccc([N+](=O)[O-])cc1	/	-3.1
COc1ccc(C2N(c3cc(Cl)ccc3OC)C(=O)C3CCCN32)c(OC)c1 (stereo not drawn)	86.2	-7.7

6 compounds drawn at random from those above:
SMILES	BAP1 block	HePTP inhibitor
Cc1cccc(C(CC(=O)N2CCCC2)c2ccccc2)c1O (stereo not drawn)	84.8	-7.7
O=C(N/N=C\c1cc(Br)cc(I)c1O)c1ccc([N+](=O)[O-])cc1	/	-3.1
O=C(Sc1nnnn1C1CCCCC1)c1cccs1	82.3	9.4
CCCCn1c(CN2CCN(C(=O)c3ccco3)CC2)nc2c1c(=O)n(C)c(=O)n2C	100.1	-8.7
COC(=O)c1cccc(S(=O)(=O)N2CCC(n3nnc4cc(F)ccc43)CC2)c1	107.8	12.5
O=C(OCCN1C(=O)c2ccccc2C1=O)c1cccc(OC(F)F)c1	111.5	11.9

Next compounds
SMILES	BAP1 block	HePTP inhibitor
COc1ccc(C(=O)CSc2ncn[nH]2)cc1OC	84.8	-1.7
Cn1c(=O)cc2c3c(c(Oc4ccccc4)ccc31)C(=O)c1ccccc1-2	/	1.4
CC(C)Cc1nc(SCC(=O)NCc2ccccc2)n[nH]1	109.4	5.0
CCOCCCNC(=O)C(c1ccc(OC)cc1)N(Cc1ccc2c(c1)OCO2)C(=O)CNC(C)=O (stereo not drawn)	/	0.1
Cc1cccc(NS(=O)(=O)c2cccc3cccnc23)c1	/	-2.5
O=C(/C=C/c1ccc(NC(=O)c2cccs2)cc1)c1ccco1	/	5.8
COc1ccc(C2/C(=C(\O)c3ccccc3)C(=O)C(=O)N2Cc2cccnc2)c(OC)c1 (stereo not drawn)	/	-5.6
OCCNCC(O)Cn1ccc2ccccc21 (stereo not drawn)	112.0	-11.4
CN(C)c1ccc(CN2CCCC(O)C2)cc1 (stereo not drawn)	96.5	0.1
CCOC(=O)N1CC=C2C(C#N)=C(N)C(C#N)(C#N)[C@H](c3cccs3)[C@H]2C1	130.8	11.8
CC1(C)CC(=O)C(C(C2=C(O)CC(C)(C)CC2=O)c2cccc(OCc3ccccc3)c2)C(=O)C1 (stereo not drawn)	/	8.0
COc1ccc(Cl)cc1NC(=O)COc1c(C)cc(C)cc1C	/	-11.2
O=C(NCc1cccnc1)c1ccc(S(=O)(=O)N2CCCCC2)cc1	/	-0.9
CCS(=O)(=O)c1ccc(O)c(NC(=O)COc2ccc(OC)cc2)c1	170.0	/
Cc1cc(=O)c2ccccc2s1	77.3	-6.1
Cc1cccc(NC(=O)C2c3ccccc3C(=O)N3CCc4ccccc4C23)n1 (stereo not drawn)	95.3	0.7
O=C1OC(=O)C2C3CCC(O3)C12 (stereo not drawn)	92.4	/
COc1ccc(-c2cc(C)[s+]c(-c3ccccc3)c2)cc1	70.3	/
O=C1NCC(O)=C1C=NC12CC3CC(CC(C3)C1)C2	112.9	9.2
CCOC(=O)CN(C(=O)CSc1nnc(CNc2ccc(C)cc2C)n1CC)c1ccccc1	95.7	5.1
Cn1c(=O)c2c(nc(Oc3ccccc3)n2C)n(C)c1=O	/	-16.7
Cc1ccc(OCc2nnc(SCC(=O)Nc3cc(C)on3)n2C)cc1	94.0	10.2
Nn1c(Cc2ccccc2F)nnc1SCn1nnc2ccccc2c1=O	/	-13.7
O=C1/C(=C/c2cccs2)SC(=S)N1c1ccc(Br)cc1	/	-3.9
O=P(CCCO)(c1ccc(Cl)cc1)c1ccc(Cl)cc1	/	4.9
CCc1nnc(NC(=O)C2CCCN2S(=O)(=O)c2ccc(C)cc2)s1 (stereo not drawn)	114.6	12.8
O=C(CSc1ncc(-c2ccc(F)cc2)[nH]1)NCc1ccco1	100.5	2.3
CC1(C)CC(=O)C2=C(C1)Nc1ccccc1NC2c1cccc(O)c1O (stereo not drawn)	/	11.3
Cc1ccc(OCC(=O)Nc2cccc(Cl)c2Cl)c(Br)c1	/	-18.5
Cc1nnc(NC(=O)c2cc3n(n2)C(C(F)(F)F)CC(C2CC2)N3)s1 (stereo not drawn)	97.7	-12.4
COc1ccccc1N/N=C(/C#N)C(=N)N1CCOCC1	/	8.0
O=C1OC(c2ccc(Br)cc2)=C/C1=C/c1ccc(-c2ccccc2[N+](=O)[O-])o1	/	4.6
COc1cccc(S(=O)(=O)Nc2ccc(C(=O)N3CCOCC3)cc2)c1	117.5	3.0
CC1CCCN(C(=O)c2ccc3c(c2)C(=O)N(CCC2=CCCCC2)C3=O)C1 (stereo not drawn)	93.5	10.7
CC(NC(=O)COc1ccc(C=C2C(=O)NC(=O)NC2=O)cc1)c1ccccc1 (stereo not drawn)	/	2.0
Cc1cc(NC(=O)CSc2nnc(C(C)N(C)C)n2Cc2ccccc2)no1 (stereo not drawn)	102.5	6.5
O=c1c(-c2ccc(Cl)cc2Cl)coc2c(CN3CCCCCC3)c(O)ccc12	/	0.2
Cc1c(NS(=O)(=O)c2ccc3c(c2)c(=O)n(C)c(=O)n3C)c(=O)n(-c2ccccc2)n1C	109.2	7.7
O=C(Nc1ccncc1)Nc1ccccn1	100.6	2.3&-5.7
COc1ccc(C2Nc3ccccc3NC3=C2C(=O)CC(c2ccccc2)C3)cc1Br (stereo not drawn)	/	1.2
CC1=C(C(=O)Nc2ccc(F)cc2)C(c2ccncc2)C2=C(CCCC2=O)N1 (stereo not drawn)	113.2	1.0
C=CCOc1ccc(NC(=O)C2CC(=O)N(C(C)C)C2)cc1 (stereo not drawn)	102.7	6.1
O=[N+]([O-])c1ccc(/C=N/Nc2ccccn2)o1	/	3.3
COc1ccc2ccccc2c1C=Nc1ccc([N+](=O)[O-])cc1	/	-1.4
O=C(CSc1nnc(-c2ccco2)o1)N1c2ccccc2CCc2ccccc21	87.2	8.4
COC(=O)c1ccc2c(c1)NC(=O)C(N1CCOCC1)S2 (stereo not drawn)	104.1	5.4
O=C(Nc1cccc(C(=O)N2CCCC2)c1)c1ccccc1	113.8	-3.9
CC(C)CCNC(=O)C(=O)NCc1ccc(Cl)cc1	/	11.4
CC1=CC(C)(C)N2C(=O)C3(C(C#N)=C(N)Oc4cc(O)ccc43)c3cccc1c32 (stereo not drawn)	68.5	0.4
COc1ccccc1OCCOc1cccc(/C=C2/SC(=S)N(C)C2=O)c1	/	-5.8
Cc1nn(-c2ccccc2)c2c1P(=O)(O)/C(=C1\N(C)c3ccccc3C1(C)C)C=N2	84.1	-1.1
CCOC(=O)c1sc(NC(=O)CSc2nncs2)c(C(=O)OCC)c1C	/	3.2
CN(C)c1ccc(/C=C2\SC(=O)N(c3ccc(Cl)cc3)C2=O)cc1	/	-5.8
CCOc1ccc(C(=O)COC(=O)c2ccccc2[N+](=O)[O-])cc1	/	6.3
O=C(O)c1ccc(NS(=O)(=O)c2ccc(Cl)c(Cl)c2)cc1O	55.9	7.6
COc1ccc(C2=NN(c3ccc([N+](=O)[O-])cc3)C(c3ccc(F)cc3)C2)cc1 (stereo not drawn)	358.6	/
CCCn1c(NC(=O)c2ccc(Cl)cc2)nc2ccccc21	/	11.6
COCCn1c(SCC#N)nnc1-c1ccccc1	107.8	-6.1
COC(=O)CSc1cc(C(=O)c2nccn2C)c2ccccc2n1	106.0	6.8
CN(C)c1cccc(C(=O)N2CCc3ccccc3C2)c1	/	-13.1
Other compounds follow:
SMILES	BAP1 block	HePTP inhibitor
CN(C)CCCN1c2ccccc2CCc2ccc(Cl)cc21	111.3&97.8	8.4
CCN(CC)CCNC(=O)c1nn(-c2ccc(C)cc2)c(=O)c2c1c1ccccc1n2C	92.2	8.1
COc1ccc(S(=O)(=O)N2CCOCC2)cc1Br	/	4.1
CCOc1cc(-c2nc(-c3ccccc3OC)no2)cc(OCC)c1OCC	75.7	3.8
COc1ccc(OC)c(CN2CCN(Cc3ccco3)CC2)c1	/	8.9
CC1=C(C(=O)OCCOc2ccccc2)C(c2ccc(N(C)C)cc2)C2=C(CC(C)(C)CC2=O)N1 (stereo not drawn)	87.4	/
COc1ccc(C2c3cc(OC)c(OC)cc3CC(=O)N2c2ccc(OC)cc2)cc1 (stereo not drawn)	/	-25.3
CCOC(=O)C1CCN(C(=O)COc2cc(C)c(Br)c(C)c2)CC1	94.0	6.0
O=C(c1ccc2c(c1)OCCO2)C1CCCCC1	/	2.2
Cc1cc(N2CCCN(C)CC2)nc2cc(Cl)ccc12	77.9	1.1
C(#CC12CC3CC(CC(C3)C1)C2)CN1CCOCC1	/	8.3
Cc1ccn(CCSCC(=O)O)n1	99.6	-1.3
O=S(=O)(Nc1cc(Br)c(O)c2ccccc12)c1cc(Cl)ccc1Cl	/	11.1
CC(=O)Nc1ccc(NC2=C(Cl)C(=O)c3c(Cl)c(Cl)c(Cl)c(Cl)c32)cc1	/	9.1
COc1ccccc1OCC(=O)Nc1oc(-c2ccccc2)c(-c2ccccc2)c1C#N	/	2.5
CCOC(=O)C1=C(C)NC2=C(C(=O)c3ccccc32)C1c1cccnc1 (stereo not drawn)	98.4	-2.0
COc1ccc(-c2cn3cccnc3n2)cc1NC(=O)C1CCCC1	88.3	-0.4
FC(F)(F)c1ccccc1C=NN1CCN(c2ccc(Cl)cc2)CC1	/	-6.9
Cc1cccc(C)c1NC(=O)CSc1nnc(-c2ccoc2C)n1CCc1ccccc1	76.8	2.9
Cc1ccccc1OCC(=O)NNC(=O)C(F)(F)F	/	3.1
CC(=O)OCCn1ccc(=O)[nH]c1=O	81.1	/
COc1ccc(OC)c(N(CC(=O)N2CCCC2)S(C)(=O)=O)c1	/	2.8
O=C(NCC(=O)N(Cc1ccc(F)cc1)C(C(=O)NC1CCCC1)c1ccco1)c1ccco1 (stereo not drawn)	92.8	6.1
Cc1ccc2cc(CN(Cc3ccc4c(c3)OCO4)Cc3nnnn3Cc3ccco3)c(=O)[nH]c2c1C	49.4*	-9.0
CCCOc1c(I)cc(I)cc1/C=C(/C#N)c1nc2ccc(C)cc2[nH]1	/	-6.7
CCOc1cc(-c2nc3ccccn3c2N=Cc2cc([N+](=O)[O-])ccc2Cl)ccc1O	258.9	/
CC(C)(C)NC(=O)C1(C)CC2c3ccccc3C1c1ccccc12 (stereo not drawn)	/	-2.1
COc1ccc(C(c2nnnn2CC2CCCO2)N2CCN(c3cccc(C)c3C)CC2)cc1 (stereo not drawn)	96.1	1.6
COCCCNC(=O)c1cccc(C(=O)NCCCOC)c1	98.6	9.2
C/C(Cl)=C/CN1C(=O)C2C3C=CC(C3)C2C1=O (stereo not drawn)	114.8	2.4
CCOc1ccc(NC(=O)N(C2CCCCC2)C2CCN(C(C)=O)CC2)cc1	94.9	1.6
Cc1cc(C)nc(SCc2ccc(C(=O)O)o2)n1	101.3	2.3
CC(C)OC(=O)C(C)(C)Oc1ccc(C(=O)c2ccc(Cl)cc2)cc1	66.8&80.1	-5.9
CCn1c(=O)cc(OCC(=O)NCCCN2CC(C)CC(C)C2)c2ccccc21 (stereo not drawn)	123.2	7.7
COc1ccc(C2C(C(C)=O)=C(O)C(=O)N2CCN(C)C)cc1OC (stereo not drawn)	96.2	-2.9&7.8
C=CCSC1=C(C#N)C(c2ccc(OCC)cc2)CC(=O)N1 (stereo not drawn)	84.9	8.1
Cc1onc(-c2ccccc2)c1C(=O)Nc1ccc2c(c1)OCO2	86.4	7.2&9.6
CCSc1nnc(N(CCC#N)CCC#N)s1	139.3	-3.8
O=C1CCCCCC1C1(O)C(=O)Nc2ccc(Br)cc21 (stereo not drawn)	91.2	1.8
O=C1C(Cl)=C(NCC2CCCO2)C(=O)N1c1ccccc1 (stereo not drawn)	91.5	-6.5
c1coc(CNc2ncnc3nc[nH]c23)c1	88.3	-1.1
CC1=C(C(=O)OCC2CCCCC2)C(c2cccc(Cl)c2)NC(=O)N1 (stereo not drawn)	63.2	/
CCOC(=O)CSc1nc(N(C)C)nc(N(C)C#N)n1	59.7	-6.2
O=C(CSc1nccc(=O)[nH]1)N1c2ccccc2CCc2ccccc21	99.7	-10.6
Cc1ccc(CNC(=O)c2cn(C3CCCCC3)c(=O)c3c2c2ccccc2n3C)o1	164.3	-5.9
O=C1C2C(c3ccc(Cl)cc3)OC3(C(=O)c4ccccc4C3=O)C2C(=O)N1c1cccc(F)c1 (stereo not drawn)	/	8.6
FC(F)(F)c1cc(/C=C/c2ccccc2)no1	/	6.7
C=CCNc1nc(-c2ccccc2)cs1	/	-5.6
COc1ccc(/C(C)=N/OCC(=O)Nc2cccc(C(F)(F)F)c2)cc1OC	/	2.5

One compound at a time, as listed above.
Profile of `C=CCNc1nc(-c2ccccc2)cs1` : BAP1 block: /; HePTP inhibitor: -5.6
Profile of `O=C1C2C(c3ccc(Cl)cc3)OC3(C(=O)c4ccccc4C3=O)C2C(=O)N1c1cccc(F)c1` (stereo not drawn) : BAP1 block: /; HePTP inhibitor: 8.6

Assay outcomes: PubChem, several laboratories

Not a hit list; any-hit rate near 0.83%.
